Rad51 HR inh – human RAD51 strand exchange inhibitors, primary screen, biochemical, fluorescence | hRad51 DNA strand exchange, fluorescence dequenching | inhibition, % at 10 µM | actives 0.085% (n = 200,000) | AID 1385, 2008;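 active = inhibition above 40% at the single screening dose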;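 also: 0% = DMSO control wells and 100% = blanks with heterologous ssDNA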
Target sequence (Q06609 whole entry, looked up): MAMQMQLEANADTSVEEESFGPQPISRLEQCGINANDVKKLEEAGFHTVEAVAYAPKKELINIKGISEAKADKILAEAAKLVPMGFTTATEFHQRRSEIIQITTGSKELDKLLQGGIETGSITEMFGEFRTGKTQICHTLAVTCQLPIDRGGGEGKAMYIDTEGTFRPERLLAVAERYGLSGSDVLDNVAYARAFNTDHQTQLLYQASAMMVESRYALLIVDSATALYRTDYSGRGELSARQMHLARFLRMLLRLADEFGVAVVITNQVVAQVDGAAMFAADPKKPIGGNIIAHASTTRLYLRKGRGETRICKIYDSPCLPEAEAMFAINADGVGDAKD
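Material: hRad51 filaments on single-stranded DNA; Reagent: Donor/quencher-labelled 47-bp dsDNA substrate; Compound: 10 µM final, single point; Schedule: 37 °C 15-min filament assembly, 30-min compound preincubation, 15-min exchange; Technique: FRET fluorescence, excitation 485 nm, emission 520 nm; Benchmarks: control wells and blank wells on each plate.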
FXIa inh – human FXIa protease inhibitors, primary screen, biochemical, 1536-well | purified FXIa, Boc-Glu-Ala-Arg-AMC fluorogenic substrate | inhibition, % at 5 µM | actives 0.14% (n = 220,000) | AID 798, 2007;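 active = inhibition of at least 40%; inactive = inhibition below 40%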;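 also: fluorescence of freed AMC excited at 355 nm; 0% = enzyme without compound and 100% = no enzyme blank; many of its hits are not listed in these tables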
FXIIa inh – human FXIIa protease inhibitors, primary screen, biochemical, 1536-well. inhibition, % at 5 µM. Coagulation factor XII (Homo sapiens), P00748. AID 800, 2007. purified FXIIa, Boc-QGR-AMC fluorogenic substrate, 2 h. actives 0.3% (n = 220,000); in the data active = inhibition above about 40%;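 also: 0% = enzyme with no compound and 100% = blank without enzyme; many of its hits are not listed in these tables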
Target sequence (P00748 20-372 limits assumed): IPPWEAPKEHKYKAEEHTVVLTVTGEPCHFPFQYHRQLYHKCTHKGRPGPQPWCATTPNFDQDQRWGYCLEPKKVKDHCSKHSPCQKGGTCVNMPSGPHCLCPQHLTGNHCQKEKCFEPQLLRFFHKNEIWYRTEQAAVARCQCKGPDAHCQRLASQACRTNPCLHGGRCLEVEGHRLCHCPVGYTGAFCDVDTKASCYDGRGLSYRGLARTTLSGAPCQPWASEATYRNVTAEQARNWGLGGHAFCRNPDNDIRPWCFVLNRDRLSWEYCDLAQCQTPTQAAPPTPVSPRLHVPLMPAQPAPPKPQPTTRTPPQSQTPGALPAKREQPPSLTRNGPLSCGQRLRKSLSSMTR
Target sequence (P00748 373-615 limits assumed): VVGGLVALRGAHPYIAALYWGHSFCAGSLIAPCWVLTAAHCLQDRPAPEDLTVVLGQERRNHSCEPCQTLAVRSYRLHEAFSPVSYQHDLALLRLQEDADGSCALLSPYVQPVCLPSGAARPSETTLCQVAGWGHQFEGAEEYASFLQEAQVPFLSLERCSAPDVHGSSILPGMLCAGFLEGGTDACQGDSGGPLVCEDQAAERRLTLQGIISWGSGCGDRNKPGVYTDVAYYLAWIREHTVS
p97 inhibitor – inhibitors of human p97 ATPase, primary screen, biochemical. Transitional endoplasmic reticulum ATPase (Homo sapiens), P55072. recombinant p97 ATPase, Kinase-Glo ATP luminescence, 3 h. inhibition, % at 8 µM. actives 0.42% (n = 220,000); in the data active = inhibition above about 15%;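 also: 0% = DMSO vehicle and 100% = wells lacking enzyme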
14-3-3 Bad PPI – inhibitors of 14-3-3 zeta/Bad binding, primary screen, biochemical, TR-FRET, bovine 14-3-3 zeta | TR-FRET 14-3-3zeta/Dy647-pBad peptide displacement, 1 h | inhibition, % at 21.7 µM | actives 0.71% (n = 220,000);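 active = inhibition above about 70%, limit read from the data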;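 also: 0% = full 14-3-3 plus peptide FRET controls and 100% = background without 14-3-3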
MDM2 E3 inh – MDM2-luciferase reporter signal enhancers, primary screen, MDM2 E3 ligase inhibitor project, cell-based, luminescence, 1536-well; E3 ubiquitin-protein ligase Mdm2 (Homo sapiens), Q00987; actives 0.11% (n = 210,000); signal enhancement, % at 5 µM; cell-based MDM2 ubiquitination luciferase reporter, 2 h; 0 = plate control, 100 = twice control, blank-subtracted; AID 1230, 2008;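 active = signal enhancement of 30% or more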;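 also: luminescence tracks abundance of the self-degrading MDM2-luciferase fusion protein; higher signal means inhibition of MDM2 E3 ligase activity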
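Material: stable MDM2–luciferase fusion reporter cells / Quantity: 2000 cells/well / Dosing: single 5 µM compound dose, 0.2% final DMSO / Buffer or medium: DMEM / Schedule: 4 h cell settling then 2 h compound exposure, 37 °C / Detection: luminescence with SteadyLite reagent, 15 min at room temperature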
Wee1 degr inh – Wee1 degradation inhibitors, primary screen, cell-based, HeLa, Wee1K328M-luciferase, luminescence; reporter increase, % at 5 µM; actives 1.2% (n = 220,000); HeLa Luc-Wee1K328M stability; 100% = proteasome inhibitor MG132 effect; Wee1-like protein kinase (Homo sapiens), P30291;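 active = activation above the mean of all tested compounds plus 3 SD, set per screening run, cut at about 8.8% in these data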;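 also: cells exposed to compound for 20 h before luminescence read; 0% = DMSO alone and 100% = MG132 at 30 µM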
eIF4E 4G PPI – eIF4E–eIF4G protein interaction inhibitors, primary screen, biochemical, uHTS, TR-FRET, eIF4GI fragment. TR-FRET eIF4E-eIF4GI(517-606) binding, 2 h. actives 0.37% (n = 220,000). inhibition, % at 21.7 µM. AID 782, 2007;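 active = inhibition above about 30%, limit read from the data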;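 also: 0% = full FRET control wells and 100% = background wells lacking eIF4GI fragment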
hK5 inh – human KLK5 protease inhibitors, primary screen, biochemical, 1536-well; actives 0.59% (n = 210,000); AID 873, 2007; inhibition, % at 5 µM; recombinant hK5, fluorogenic AMC substrate cleavage; Kallikrein-5 (Homo sapiens), Q9Y337;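 active = inhibition of 40% or more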;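 also: 0% = enzyme controls without compound and 100% = no-enzyme blanks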
An asterisk follows results filed as active; / = not tested or not shown; [ ] = remark or other dose.

Field names – A = Rad51 HR inh; B = FXIa inh; C = FXIIa inh; D = p97 inhibitor; E = 14-3-3 Bad PPI; F = MDM2 E3 inh; G = Wee1 degr inh; H = eIF4E 4G PPI; I = hK5 inh
COC(=O)c1c(NC(=O)Cn2cnc([N+](=O)[O-])n2)sc2c1CCC(C)C2 (stereo not drawn)
  A = / | B = -3 | C = 7 | D = 1 | E = -1 | F = 0 | G = 3 | H = 3 | I = 3
COC(=O)C1C(O)CCC2CN3CCc4c([nH]c5ccccc45)C3CC21 (stereo not drawn)
  A = -14 | B = 25 | C = 22 | D = / | E = 8 | F = -10 | G = / | H = -22 | I = 28
COc1cccc(-c2csc(N3CCN(C(=O)Nc4ccc(F)cc4)CC3)n2)c1
  A = 0 | B = 0 | C = 10 | D = -1 | E = -4 | F = -6 | G = 1 | H = 0 | I = -13
CC(=O)NC(=S)Nc1ccc(S(=O)(=O)N(C)Cc2ccccc2)cc1
  A = 6 | B = -3 | C = 7 | D = 1 | E = -11 | F = -7 | G = 3 | H = -3 | I = -15
Cc1cc(C)c2c(CC(=O)NC(C)C)coc2c1
  A = 1 | B = -11 | C = 1 | D = 1 | E = -13 | F = -5 | G = 0 | H = -1 | I = -3
Clc1ccc2c(c1)C=Nc1c(NCc3ccccc3)ncnc1O2
  A = / | B = 22 | C = 23 | D = 5 | E = -4 | F = -1 | G = 1 | H = -11[fluorescence artefact?] | I = 4
Cc1cc(NC(=O)CN2CCCCC2)n(-c2ccccc2)n1
  A = 10 | B = 2 | C = 2 | D = 4 | E = -1 | F = -5 | G = -1 | H = -3 | I = -9
CSc1ccccc1NC(=O)COC(=O)c1ccccc1Cc1ccccc1
  A = 16 | B = 3 | C = 15 | D = -1 | E = -1[fluorescence artefact?] | F = -18 | G = 1 | H = 4 | I = -11
CCN(CC)S(=O)(=O)c1ccc(C(=O)N2CCN=C2SCc2cccnc2)cc1
  A = 7 | B = 1 | C = -1 | D = 3 | E = 17[fluorescence artefact?] | F = 7 | G = -1 | H = 7 | I = 4
OCCCCNCc1ccc(OCc2ccc(Cl)cc2)cc1
  A = 3 | B = -4 | C = 1 | D = 5 | E = 4 | F = -14 | G = -3 | H = 3 | I = -2
CCCCn1c(SCC(=O)Nc2cc(C)[nH]n2)nc2ccsc2c1=O
  A = -11 | B = 1 | C = 11 | D = 2 | E = 8 | F = -19 | G = 1 | H = 2[fluorescence artefact?] | I = 5
CC(Oc1ccc2ccccc2c1)C(=O)NNC(=S)NC(=O)c1ccco1 (stereo not drawn)
  A = -2 | B = 21 | C = 28 | D = 0 | E = 0 | F = -26 | G = -1 | H = 5 | I = -466
COc1ccc(CSc2nc(C)cc(C)c2C#N)cc1
  A = 3 | B = 1 | C = 4 | D = 4 | E = -6 | F = -11 | G = 3 | H = -2 | I = -4
C=CCNc1nc(Nc2ccc(Cl)cc2)nc(OC)n1
  A = 9 | B = 1 | C = 10 | D = 3 | E = -15 | F = -4 | G = -2 | H = 1 | I = -3
COc1ccc(C)cc1NC(=O)C12CCC(C)(C(=O)O1)C2(C)C (stereo not drawn)
  A = -5 | B = -4 | C = 12 | D = -1 | E = 1 | F = -16 | G = -1 | H = -3 | I = -13
O=C(C1CC1)N1CCc2cc(Br)cc(S(=O)(=O)NCC3COc4ccccc4O3)c21 (stereo not drawn)
  A = -6 | B = -5 | C = 0 | D = 3 | E = -3 | F = -11 | G = -3 | H = -10 | I = 18
CN(C)CCCNc1cc(C(C)(C)C)nc2c(-c3ccccc3)cnn12
  A = -21 | B = -3 | C = 0 | D = -3 | E = 6 | F = -14 | G = 2 | H = 13 | I = -4
CN=C(NC1CCCCC1)c1ccc(Cl)cc1
  A = / | B = -1 | C = 8 | D = -1 | E = -2 | F = -4 | G = -4 | H = 4 | I = -8
OCCN=Cc1c(O)[nH]c2ccccc12
  A = 0 | B = 1 | C = 14 | D = -1 | E = -18 | F = -4 | G = 8 | H = 3 | I = -19
COc1ccc(CCNC(=O)Cn2c([N+](=O)[O-])cnc2C)cc1OC
  A = -2 | B = 1 | C = 12 | D = 6 | E = 0 | F = 0 | G = 11* | H = 3 | I = 7
Cc1ccc(/C(O)=C2/C(=O)C(=O)N(Cc3ccco3)C2c2cccs2)cc1 (stereo not drawn)
  A = 10 | B = -2 | C = 6 | D = 1 | E = 5 | F = -21 | G = 0 | H = 0 | I = 5
c1ccc(CN2CCN(c3nc4ccccc4n4cnnc34)CC2)cc1
  A = -5 | B = 5 | C = 14 | D = -2 | E = 5 | F = -3 | G = -2 | H = -6 | I = -3
COc1ccc(C(=O)O)cc1S(=O)(=O)NCCc1ccccn1
  A = -9 | B = -2 | C = -1 | D = 5 | E = 6 | F = / | G = -4 | H = -2 | I = 1
O=c1c2[nH]c3ccc(F)cc3c2ncn1CC1CCCO1 (stereo not drawn)
  A = -4 | B = 5 | C = 29 | D = -1 | E = 7 | F = -14 | G = -4 | H = 7 | I = 1
Cc1ccc(SCc2nc3ccccc3[nH]2)cc1
  A = 0 | B = -1 | C = 7 | D = 0 | E = -8 | F = -26 | G = -2 | H = -1 | I = -17

The listing continues:
Field names – A = Rad51 HR inh; B = FXIa inh; C = FXIIa inh; D = p97 inhibitor; E = 14-3-3 Bad PPI; F = MDM2 E3 inh; G = Wee1 degr inh; H = eIF4E 4G PPI; I = hK5 inh
CC(=O)OC1CC(C)(C)N(OC(=O)c2ccccc2)C(C)(C)C1
  A = 4 | B = -2 | C = 6 | D = -2 | E = 6 | F = -18 | G = -1 | H = -12 | I = -10
Cc1nc(SCN2C(=O)c3ccccc3C2=O)n[nH]1
  A = 0 | B = 15 | C = 0 | D = -3 | E = -1 | F = 8 | G = 3 | H = 1 | I = -26
CCC(C)NC(=O)c1cc(Sc2nnc(C)s2)nc2ccccc12 (stereo not drawn)
  A = -7 | B = -2 | C = 9 | D = 0 | E = -13 | F = -12 | G = 1 | H = 1 | I = -1
Nc1c2c(nc3ccccc13)N(C1CCCCC1)CC2
  A = -6 | B = -15 | C = -11 | D = / | E = 56 | F = -8 | G = / | H = 4 | I = -1
Cc1ccc(C(=O)Nc2ccccc2C(=O)N2CCCC2)cc1[N+](=O)[O-]
  A = 6 | B = -3 | C = 4 | D = 5 | E = -12 | F = -5 | G = 1 | H = -2 | I = -9
NC(=O)c1ncc(C(F)(F)F)cc1Oc1cccc(F)c1
  A = -8 | B = 7 | C = 21 | D = 0 | E = 0 | F = -12 | G = 1 | H = -7 | I = -6
Cc1cccc(NC(=O)C(C)N2C(=O)C3C4CC(C(Br)C4Br)C3C2=O)c1 (stereo not drawn)
  A = -5 | B = -5 | C = 9 | D = -5 | E = 0 | F = 3 | G = -1 | H = -1 | I = 3
CCOC(=O)c1c(C)[nH]c(C)c1C(=O)COC(=O)c1cccc(S(=O)(=O)NC)c1
  A = 6 | B = 2 | C = 14 | D = 2 | E = 10[fluorescence artefact?] | F = -11 | G = -2 | H = 3 | I = -21
O=C(CNC(=O)c1ccco1)OCc1ccc(C(=O)Oc2ccccc2)cc1
  A = 7 | B = -2 | C = 4 | D = -1 | E = -10 | F = -4 | G = 4 | H = -13 | I = -17
COCCn1cc(C(=O)N2CCC(C)CC2)c2c3ccccc3n(C)c2c1=O
  A = 0 | B = 3 | C = 11 | D = -2 | E = 18 | F = 20 | G = 2 | H = 10 | I = 0
CCOCCCNC(=O)C1CCC(CNS(=O)(=O)c2ccc(F)cc2)CC1 (stereo not drawn)
  A = 13 | B = -5 | C = 10 | D = -5 | E = 8 | F = -13 | G = -3 | H = -2 | I = 9
Cc1ccc(-c2nnc3sc(CCc4ccccc4)nn23)cc1
  A = -2 | B = -3 | C = 3 | D = -6 | E = 6 | F = 1 | G = -2 | H = -7 | I = -13
COc1ccc(C(CC(=O)O)NS(=O)(=O)c2ccc(C)cc2)cc1 (stereo not drawn)
  A = 14 | B = 2 | C = 6 | D = -1 | E = -6 | F = -8 | G = 0 | H = -1[fluorescence artefact?] | I = -10
COCCN(CCOC)C(=O)c1ccc(SCc2ccc(C)cc2)c([N+](=O)[O-])c1
  A = 1 | B = 3 | C = 10 | D = 0 | E = -3 | F = -12 | G = 3 | H = -5 | I = 0
CN(C)/C=N/c1cc(=O)n(C)c(=O)n1Cc1ccccc1
  A = 8 | B = 5 | C = 16 | D = 3 | E = 8 | F = / | G = -4 | H = 1 | I = -8
Cc1ccc(S(=O)(=O)c2ccc(Cl)cc2)cc1S(=O)(=O)N(C)CC(=O)O
  A = 17 | B = -7 | C = -3 | D = -8 | E = 14[fluorescence artefact?] | F = 0 | G = 1 | H = -8 | I = -8
C=C1N(c2ccccc2)C(=O)OC1(C)C
  A = -13 | B = 4 | C = 11 | D = 6 | E = -1[fluorescence artefact?] | F = -9 | G = 0 | H = 2 | I = -5
Cc1ccc(C(=O)N(Cc2nc(-c3ccc(C)cc3)no2)C(C)C)cc1
  A = -1 | B = -3 | C = 15 | D = -12 | E = -9 | F = -21 | G = 1 | H = 6 | I = 0
O=C1S/C(=C\c2ccc(O)c([N+](=O)[O-])c2)C(=O)N1c1ccccc1Cl
  A = / | B = 3 | C = 8 | D = 5 | E = -4 | F = -10 | G = -1 | H = -2 | I = 4
Cc1cc(C2=NNC(=NC3CC3)SC2)c(C)n1Cc1ccco1
  A = -1 | B = 3 | C = 12 | D = 10 | E = -4 | F = -31 | G = -3 | H = -3[fluorescence artefact?] | I = -2

Just MDM2 E3 inh and eIF4E 4G PPI, for some of the entries so far:
| canonical_smiles | MDM2 E3 inh | eIF4E 4G PPI |
| --- | --- | --- |
| COCCn1cc(C(=O)N2CCC(C)CC2)c2c3ccccc3n(C)c2c1=O | 20 | 10 |
| CCOCCCNC(=O)C1CCC(CNS(=O)(=O)c2ccc(F)cc2)CC1 (stereo not drawn) | -13 | -2 |
| Cc1ccc(-c2nnc3sc(CCc4ccccc4)nn23)cc1 | 1 | -7 |
| COc1ccc(C(CC(=O)O)NS(=O)(=O)c2ccc(C)cc2)cc1 (stereo not drawn) | -8 | -1[fluorescence artefact?] |
| COCCN(CCOC)C(=O)c1ccc(SCc2ccc(C)cc2)c([N+](=O)[O-])c1 | -12 | -5 |

Entries above that bear a hit mark in Wee1 degr inh.
Field names – A = Rad51 HR inh; B = FXIa inh; C = FXIIa inh; D = p97 inhibitor; E = 14-3-3 Bad PPI; F = MDM2 E3 inh; G = Wee1 degr inh; H = eIF4E 4G PPI; I = hK5 inh
COc1ccc(CCNC(=O)Cn2c([N+](=O)[O-])cnc2C)cc1OC
  A = -2 | B = 1 | C = 12 | D = 6 | E = 0 | F = 0 | G = 11* | H = 3 | I = 7

Source: PubChem (several laboratories)
